CHO-K1 Ca antag = nonselective inhibitor or artifact in parental CHO-K1 cells; ATP-induced calcium, Fluo-8 fluorescence; inhibition, % at 3 µM; actives 0.6% (n = 360,000); AID 602250;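 active means inhibition above a per-plate cutoff, the plate's mean sample inhibition plus 3 SD, cut at about 24% in these data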;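 further: 0% = DMSO plus EC80 ATP and 100% = DMSO alone without ATP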
OXTR potentiator = human OXTR potentiators, primary screen, fluorescence, CHO-OTR cells, Fluo-8 calcium. Oxytocin receptor (Homo sapiens), P30559. activation, % at 3 µM. Fluo-8 calcium fluorescence, potentiator mode; 0% = oxytocin EC15, 100% = EC100. actives 0.061% (n = 320,000);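 active means activation above that plate's cutoff, the mean activation of tested compounds plus 3 SD, cut at about 6.6% in these data, passing the limit was not always enough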;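 further: 100% uses oxytocin at 75 nM as the full agonist control; some results filed as inactive read as strong as hits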
Target sequence (P30559 whole entry, looked up): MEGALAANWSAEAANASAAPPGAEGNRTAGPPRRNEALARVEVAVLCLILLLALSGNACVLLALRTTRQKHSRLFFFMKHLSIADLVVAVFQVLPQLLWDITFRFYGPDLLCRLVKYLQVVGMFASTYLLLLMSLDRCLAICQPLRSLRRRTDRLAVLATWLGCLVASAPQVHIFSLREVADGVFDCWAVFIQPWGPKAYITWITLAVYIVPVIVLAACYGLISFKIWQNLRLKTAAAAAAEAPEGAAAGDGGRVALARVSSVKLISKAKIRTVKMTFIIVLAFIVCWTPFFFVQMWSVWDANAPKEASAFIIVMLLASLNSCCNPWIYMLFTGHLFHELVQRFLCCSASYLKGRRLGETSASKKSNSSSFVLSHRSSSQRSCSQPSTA
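Assay system: CHO-OTR cells, human receptor / Also added: oxytocin at about EC15, sub-maximal agonist stimulus / Dosing: single dose, 3.0 µM nominal final compound concentration / Incubation: 6 min pre-incubation, 100 s read / Technique: Fluo-8 calcium dye fluorescence / Read-out: % activation vs EC15 and EC100 oxytocin / Benchmarks: EC15 oxytocin low, 75 nM oxytocin high / Replicates: singlicate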
V1R ag counter = agonists of human V1a receptor, primary screen, counter-screen for OXTR agonist project, fluorescence, CHO-V1R cells | Vasopressin V1a receptor (Homo sapiens), P37288 | Fluo-8 calcium fluorescence, agonist mode; 0% DMSO, 100% 3 nM vasopressin | activation, % at 3 µM | actives 0.25% (n = 320,000);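 active means activation above the mean activation of all tested compounds plus 3 SD, per screening run, cut at about 20% in these data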;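 further: signal is peak over basal fluorescence ratio across a 100 second FLIPR read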
M1 ag parental = counter-screen for M1 agonists: effect in parental CHO-K1 cells; actives 0.48% (n = 360,000); activation, % at 3 µM; Fluo-8 calcium fluorescence; scaled to maximal ATP response, vehicle zero; in the data active means activation above about 15%;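 further: untransfected CHO-K1 host cells lacking M1 receptor as counterscreen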
M1 PAM parental = nonselective calcium activators in parental CHO-K1 cells, primary screen, counter-screen for M1 PAM project, cell-based, Fluo-8 calcium fluorescence, full deck, 1536-well. ATP EC20; 0% at ATP EC20, 100% at ATP max. activation, % at 3 µM. actives 0.02% (n = 360,000). AID 602247, 2012;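 active means activation above the run cutoff, the mean activation of all test compounds plus 3 SD, cut at about 40% in these data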;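 further: peak over basal fluorescence ratio in a 140 s read after ATP addition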
GPR7 antag = GPR7 receptor antagonists, primary screen, cell-based, fluorescence, single concentration. Neuropeptides B/W receptor type 1 (Homo sapiens), P48145. GPR7-expressing cells, fluorescence antagonist assay. inhibition, % at 4.4 µM. actives 1.1% (n = 290,000). AID 1861, 2009; in the data active means inhibition above about 16%, passing the limit was not always enough;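 further: cells stimulated with the agonist NPW; 0% = agonist with vehicle and 100% = vehicle without agonist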
Target sequence (P48145 whole entry, looked up): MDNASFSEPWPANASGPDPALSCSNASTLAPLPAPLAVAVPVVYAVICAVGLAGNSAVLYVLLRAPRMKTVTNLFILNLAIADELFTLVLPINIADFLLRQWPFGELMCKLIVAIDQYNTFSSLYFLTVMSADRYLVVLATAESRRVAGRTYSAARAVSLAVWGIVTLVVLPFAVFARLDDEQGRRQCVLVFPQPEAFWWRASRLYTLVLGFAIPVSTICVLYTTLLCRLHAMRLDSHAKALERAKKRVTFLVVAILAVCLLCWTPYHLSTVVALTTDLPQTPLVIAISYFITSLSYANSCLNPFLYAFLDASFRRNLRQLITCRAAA
TAAR1 antag = human TAAR1 antagonists, primary screen, Fluo-8 calcium fluorescence, CHO RD-HGA16 cells; Trace amine-associated receptor 1 (Homo sapiens), Q96RJ0; antagonist; inhibition, % at 3 µM; actives 1.5% (n = 360,000); AID 624466, 2012;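 active means inhibition above a per-plate cutoff, the mean inhibition of test compounds on that plate plus 3 SD, cut at about 49% in these data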;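 further: 0% = DMSO plus EC80 beta-PEA response and 100% = DMSO alone without agonist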
Target sequence (Q96RJ0 whole entry, looked up): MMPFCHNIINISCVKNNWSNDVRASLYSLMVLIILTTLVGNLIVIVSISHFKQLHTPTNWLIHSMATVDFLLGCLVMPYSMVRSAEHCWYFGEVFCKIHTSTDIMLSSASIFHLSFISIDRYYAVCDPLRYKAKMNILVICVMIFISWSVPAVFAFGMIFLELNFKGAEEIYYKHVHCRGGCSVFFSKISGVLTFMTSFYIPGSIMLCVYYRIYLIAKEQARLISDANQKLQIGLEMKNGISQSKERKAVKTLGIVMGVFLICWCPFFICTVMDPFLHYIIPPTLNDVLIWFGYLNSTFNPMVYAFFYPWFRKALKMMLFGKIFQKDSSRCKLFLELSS
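Test system: hTAAR1-expressing CHO RD-HGA16 cells, Gα16-coupled; Probe or stimulus: EC80 β-phenethylamine stimulus; Compound dosing: single nominal final test compound concentration of 3 µM; Timing: 140 s kinetic read after compound, 140 s after agonist; Signal: Fluo-8 calcium-sensitive fluorescence; Measure: % inhibition of agonist calcium response; Controls: DMSO and EC80 PEA controls.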
CHO parental Ca = ATP-evoked calcium signal inhibitors, parental CHO, primary screen, counter-screen for OX1R antagonist project, cell-based, fluorescence, Fluo-8 calcium dye; inhibition, % at 5.6 µM; AID 463079, 2010; actives 0.63% (n = 330,000); parental CHO-K1, ATP-induced calcium, Fluo-8 fluorescence;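 active means inhibition above that plate's mean sample inhibition plus 3 SD, cut at about 26% in these data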;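 further: 0% = ATP-challenged DMSO wells and 100% = DMSO wells without ATP; some compounds past the cut are filed as inactive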
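Material: Parental CHO cells | Reagent: ATP | Compound dosing: Single nominal dose of 5.6 µM per compound | Detection: Intracellular calcium via Fluo-8 no-wash fluorescent dye | Read-out: % inhibition of ATP-induced calcium mobilization | Benchmarks: Low control ATP plus DMSO, high control DMSO only | Replicates: Singlicate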
OXTR ag = human OXTR agonists, primary screen, fluorescence, CHO-OTR cells, Fluo-8 calcium; activation, % at 3 µM; actives 0.32% (n = 320,000); Oxytocin receptor (Homo sapiens), P30559; Fluo-8 calcium fluorescence; normalized: DMSO 0%, oxytocin 100%; AID 2435, 2010;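 active means activation above the mean of all tested compounds plus 3 SD, cutoff set per screening run, cut at about 20% in these data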;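 further: peak over basal fluorescence ratio from a 100 s FLIPR kinetic read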
* hit, by the source's call; . = not tested or not shown.

nr | Molecule | CHO-K1 Ca antag | OXTR potentiator | V1R ag counter | M1 ag parental | M1 PAM parental
1 | O=C(O)c1ccccc1C(=O)OCC1CCC(=NO)CC1 (stereo unspecified) | -2 | . | . | 0.3 | -3
2 | CCc1cc(C(=O)N2CCCc3ccccc32)sc1C | -12 | -9 | -0.1 | -0.7 | 5
3 | CC(C)CNC(=O)COC(=O)c1ccc2c(c1)C(=O)N(Cc1ccco1)C2=O | -12 | -2 | 1.8 | 0.7 | 2
4 | CN1CC(=O)N/C1=N\C(=O)Nc1ccc2c(c1)N(C)C(=O)CS2 | -4 | 1 | 0.8 | 0.7 | 5
5 | COc1ccc(/C=C(\NC(=O)c2ccc(C)cc2)C(=O)Nc2ccc(C(=O)O)cc2)cc1 | 4 | 2 | 6.2 | -0.3 | -2
6 | CCOC(=O)c1[nH]c(C)c(C(=O)Nc2ccc(C)c(Cl)c2)c1C | -13 | -7 | 0.8 | 1.4 | 23
7 | COc1ccc(/C=C2\N=C(C)N(c3ccc(C(=O)O)cc3)C2=O)cc1OC | -14 | -4 | 0.7 | 1.1 | 20
8 | CC(C)[C@H](NC(=O)c1ccccc1Cl)C(=O)OCC(=O)N1CCCCC1 | -7 | 3 | 0.2 | 0.4 | 7
9 | NC(=O)c1ccc(NC(=O)CCN=C2NS(=O)(=O)c3ccccc32)cc1 | 4 | -8 | 1.6 | 0.4 | -3
10 | Cc1nn(CC(=O)N2CCN(Cc3ccccc3)CC2)c(=O)c2ccccc12 | -7 | 2 | 0.6 | 0.2 | 22
11 | O=C(NCCCN1CCOCC1)C(=O)NCc1ccco1 | -2 | 0 | 1.0 | 0.5 | 15
12 | Cc1c(Cl)cccc1NC(=O)NCc1ccccn1 | -3 | 1 | 0.7 | 0.6 | -9
13 | C=CCc1cc(C=O)cc(OC)c1OCc1ccc(C(=O)O)cc1 | 0 | -3 | -0.2 | -0.7 | 2
14 | COc1ccc(CN2C(=O)c3ccccc3C2=O)cc1 | 2 | 4 | 0.2 | -0.5 | 11
15 | O=C(NCc1nc2ccccc2[nH]1)C1=C[C@H](c2ccc(C(F)(F)F)cc2)C[C@H](OCCCCO)O1 | -8 | -4 | 3.0 | -0.2 | 4

nr | GPR7 antag | TAAR1 antag | CHO parental Ca | OXTR ag
1 | . | -5 | . | .
2 | -10 | -20 | -8 | -0.6
3 | -8 | 3 | -2 | 1.7
4 | -4 | -25 | -9 | 0.3
5 | -7 | -10 | 1 | 0.4
6 | -7 | -4 | 9 | 0.9
7 | 2 | 3 | -12 | 0.1
8 | . | 4 | -9 | 0.5
9 | . | 1 | -7 | -0.3
10 | -7 | -2 | -10 | 0.7
11 | 14 | -8 | -6 | 0.8
12 | -6 | 19 | 2 | -0.2
13 | -17 | 14 | -10 | 1.8
14 | 2 | -9 | -11 | -1.0
15 | . | 5 | -20 | -0.6

Remaining list, next part:
nr | Molecule | CHO-K1 Ca antag | OXTR potentiator | V1R ag counter | M1 ag parental | M1 PAM parental
16 | COc1ccc(OC)c(C2CC(=O)N3CN(c4ccc(C)c(Cl)c4)CSC3=C2C#N)c1 (stereo unspecified) | 1 | -5 | 1.3 | 0.9 | 17
17 | CCOc1ccc(N=Cc2ccccc2O)cc1 | -9 | . | . | 0.9 | 16
18 | Cc1ccc(C)c(C(O)c2ncc(-c3ccc(F)cc3)[nH]2)c1 (stereo unspecified) | -9 | . | . | 1.1 | -7
19 | O=C(CNS(=O)(=O)c1ccc(Br)s1)N1CCCC1 | 11 | -16 | 0.6 | 0.0 | -9
20 | C=CCn1c(SCC(=O)N(CCOC)c2c(N)n(CCCC)c(=O)[nH]c2=O)nnc1-c1ccc(Cl)cc1 | 3 | -16 | -1.2 | 0.4 | -11
21 | Cc1ccc(OCCN2CCC2(C)C(=O)NCc2cccc3ccccc23)cc1 (stereo unspecified) | 7 | . | . | -0.1 | -12
22 | CC1C(Br)C(=O)NC(=O)N1Cc1ccccc1 (stereo unspecified) | 2 | -5 | 0.0 | -0.2 | -11
23 | O=C(c1ccc(S(=O)(=O)Nc2ccccc2Cl)cc1)N1CCOCC1 | -4 | -8 | -0.4 | 0.9 | -4
24 | O=C(c1ccc2c(=O)n(Cc3ccco3)c(=S)[nH]c2c1)N1CCN(Cc2ccccc2)CC1 | -4 | -2 | -0.2 | 0.2 | 3
25 | COc1cc(/C=N/NC(=S)Nc2cccc(C(=O)O)c2)ccc1O | 7 | -2 | 0.8 | 0.5 | -13
26 | O=C(O)CCCC(=O)Nc1ccc(S(=O)(=O)Nc2nccs2)cc1 | -7 | . | . | 0.0 | 4
27 | C/C(=N\NC(=S)NC(C)C)c1ccc(Cl)c([N+](=O)[O-])c1 | -18 | 1 | 0.0 | 1.5 | 23
28 | Cc1ccc(S(=O)(=O)N(C)c2ccc(OC(=O)c3ccc(=O)[nH]c3)cc2)cc1 | 21 | -19 | 5.1 | 0.6 | -10
29 | CC(=O)c1cc(-c2ccc(F)cc2)n(CCC(=O)Nc2cccc(C)n2)c1C | -5 | -6 | 0.3 | 2.7 | 22
30 | CCn1c(SCC(=O)NC(=O)Nc2ccc3c(c2)OCCO3)nnc1-c1cccs1 | -1 | -12 | -0.6 | 1.4 | 10

nr | GPR7 antag | TAAR1 antag | CHO parental Ca | OXTR ag
16 | 5 | -3 | -1 | 0.1
17 | . | -4 | . | .
18 | . | -6 | . | .
19 | -3 | 9 | -7 | 1.5
20 | . | -27 | -7 | 0.1
21 | . | -7 | . | .
22 | -17 | -22 | -11 | 0.1
23 | . | -6 | -8 | 0.1
24 | -13 | -3 | -25 | -0.8
25 | -4 | 10 | -2 | -0.6
26 | -1 | -8 | . | .
27 | -16 | 12 | -28 | 0.8
28 | 6 | 11 | -2 | 2.2
29 | -1 | 18 | -8 | -1.4
30 | -15 | 0 | -30 | -0.6

The listing continues.
nr | Molecule | CHO-K1 Ca antag | OXTR potentiator | V1R ag counter | M1 ag parental | M1 PAM parental
31 | S=c1nc(Cc2ccc(Cl)cc2)[nH]c2ccccc12 | 9 | -4 | -0.9 | -0.4 | -10
32 | CCOC(=O)C1CCCN(Cc2ccccc2F)C1 (stereo unspecified) | -3 | -5 | 1.0 | -0.1 | -1
33 | COc1ccc(C(=O)NCCN2CCOCC2)cc1[N+](=O)[O-] | -1 | -1 | -0.1 | -0.2 | 10
34 | CCOC(=O)c1cccnc1SCC(=O)NCc1ccccc1 | -7 | -2 | -0.7 | 0.9 | 16
35 | C=CCNc1nc(Nc2ccc(Cl)cc2)nc(OC)n1 | 10 | -7 | -1.6 | -0.7 | -3
36 | COC(=O)c1sc(N2CCCCC2)c(C#N)c1N | -8 | -3 | 2.1 | 0.9 | 14
37 | Cc1nn(C)cc1NC(=O)CCSc1nc(-c2ccco2)cc(C(F)(F)F)n1 | -7 | -3 | -0.1 | 1.4 | 15
38 | CCc1ccccc1NC(=O)CSc1nc2ccccc2n1CC(=O)N(C)C | -12 | . | . | 0.3 | 12
39 | O=C1CN(c2ccccc2F)C(=O)CN1c1ccccc1F | 3 | 0 | 1.2 | 0.2 | -1
40 | CCOC(=O)N1CCN(c2ncnc3c2[nH]c2ccc(F)cc23)CC1 | 19 | -21 | 8.3 | 9.5 | -6
41 | Cc1ccc(-c2csc3nc4ccc(C(=O)NCCO)cc4c(=O)n23)cc1 | -10 | 9 | -0.3 | -0.1 | 10
42 | c1ccc(-n2cnc3ccccc32)cc1 | -14 | -3 | -0.4 | 1.1 | 22
43 | CC(C)(C)c1ccc(S(=O)(=O)N2CCSC2)cc1 | 11 | -10 | 2.9 | 0.6 | -2
44 | C=CCC1(NC(C)c2ccccc2)CCCCC1 (stereo unspecified) | -13 | -5 | 0.7 | 0.2 | 22
45 | COCCN1CCC(CO)C1 (stereo unspecified) | -12 | . | . | 0.8 | 18

nr | GPR7 antag | TAAR1 antag | CHO parental Ca | OXTR ag
31 | -7 | 31 | -22 | -1.9
32 | -6 | 14 | -6 | -0.1
33 | -3 | -24 | -10 | -0.1
34 | 8 | 4 | -14 | -1.4
35 | -8 | -1 | -6 | -2.2
36 | -12 | -16 | -5 | -1.7
37 | -8 | -15 | -8 | 1.3
38 | 3 | 0 | . | .
39 | -7 | -5 | 5 | 1.7
40 | 10 | 17 | 47* | 14
41 | . | 21 | -4 | 0.8
42 | -24 | -15 | -3 | -1.5
43 | -10 | 17 | -11 | -1.0
44 | -6 | -12 | -13 | -0.9
45 | . | -13 | . | .

Values in list order from the entries so far.
Compounds 37 to 40 in CHO-K1 Ca antag, in turn: -7, -12, 3, 19

Continuation:
nr | Molecule | CHO-K1 Ca antag | OXTR potentiator | V1R ag counter | M1 ag parental | M1 PAM parental
46 | CCC1(C)Cc2c(sc3c2c2ncnn2c2nnc(SCC(=O)NCc4ccco4)n32)CO1 (stereo unspecified) | -9 | -4 | 1.5 | 0.5 | 27
47 | Nc1ccc(-c2nc3cc([N+](=O)[O-])ccc3o2)cc1 | 2 | 2 | 0.4 | 0.8 | -4
48 | CN(Cc1ccccc1)C(=O)c1cccc(NC(=O)Cc2ccc(NC(=O)C3CCN(C(=O)C4CC4)CC3)cc2)c1 | 5 | . | . | 2.4 | 18
49 | CC(=O)c1sc(NC(=O)c2ccc3c(c2)OCO3)nc1C | -9 | -11 | -0.8 | 1.8 | 20

nr | GPR7 antag | TAAR1 antag | CHO parental Ca | OXTR ag
46 | -4 | -2 | -14 | -0.6
47 | 2 | 55* | -6 | -0.1
48 | . | 18 | . | .
49 | -3 | 0 | -6 | -0.3

Given with one line to a screen: entries from further up
(12) Cc1c(Cl)cccc1NC(=O)NCc1ccccn1
(13) C=CCc1cc(C=O)cc(OC)c1OCc1ccc(C(=O)O)cc1
(14) COc1ccc(CN2C(=O)c3ccccc3C2=O)cc1

Screen / compound no. | 12 | 13 | 14
CHO-K1 Ca antag | -3 | 0 | 2
OXTR potentiator | 1 | -3 | 4
V1R ag counter | 0.7 | -0.2 | 0.2
M1 ag parental | 0.6 | -0.7 | -0.5
M1 PAM parental | -9 | 2 | 11
GPR7 antag | -6 | -17 | 2
TAAR1 antag | 19 | 14 | -9
CHO parental Ca | 2 | -10 | -11
OXTR ag | -0.2 | 1.8 | -1.0

Screens from PubChem.
